Assay outcomes from PubChem BioAssay.
D1 antagonist = Antagonist of Human D 1 Dopamine Receptor: qHTS | D(1A) dopamine receptor (Homo sapiens), P21728 | actives 3.2% (n = 360,000) | HEK293 TREx D1 cells, calcium flux, dopamine EC80; hits give low values | AID 504652, 2011 | activity change, negative = inhibition, % at 10 µM; in the data active = activity change below about -30%; note: % is set by controls: 0 for no effect and ±100 for the full control effect
Target sequence (P21728 whole entry, looked up): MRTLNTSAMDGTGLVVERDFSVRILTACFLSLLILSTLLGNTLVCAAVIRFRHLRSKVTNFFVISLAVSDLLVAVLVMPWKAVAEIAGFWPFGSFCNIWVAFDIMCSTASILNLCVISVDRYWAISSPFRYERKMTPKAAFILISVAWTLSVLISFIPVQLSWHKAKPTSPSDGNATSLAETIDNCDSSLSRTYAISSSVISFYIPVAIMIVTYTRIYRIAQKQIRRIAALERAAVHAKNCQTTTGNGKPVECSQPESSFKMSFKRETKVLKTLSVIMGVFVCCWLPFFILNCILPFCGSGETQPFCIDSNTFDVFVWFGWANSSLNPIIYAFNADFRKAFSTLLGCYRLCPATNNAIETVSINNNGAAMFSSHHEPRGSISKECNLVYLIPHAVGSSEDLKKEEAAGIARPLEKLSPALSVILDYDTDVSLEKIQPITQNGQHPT
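Antagonism measured as reduced calcium response to an EC80 dopamine addition following 180 s compound pre-read; cells were inducible HEK293 Trex D1 plated overnight at 30 C, read kinetically at 1 cycle/sec.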
GRP78 ERSR act = qHTS for Inducers of the Endoplasmic Reticulum Stress Response (ERSR) in Human Glioma: qHTS; actives 0.02% (n = 420,000); AID 602332, 2012; U87-MG GRP78 promoter luciferase reporter, 16 h; Potency, µM, inactives show top-dose activation, hits mostly activators; note: potency is the fitted concentration of half-maximal effect; series mostly up to about 76 µM; % of control where 0% means no effect; nearly all actives have a fitted effect of over 35% in size
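Stably transfected U87-MG glioma cells carrying a GRP78-based luciferase sensor; 16 h compound incubation. Luminescence end-point read 10 min after Bright-Glo addition at room temperature.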
D2 PAM = HTS Assay for Positive Allosteric Modulators of the Human D2 Dopamine Receptor: Primary Screen for Potentiators | D(2) dopamine receptor (Homo sapiens), P14416 | HEK293 T-REx D2, calcium flux, EC20 dopamine potentiation | potentiation, % at 10 µM | actives 0.34% (n = 340,000);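 active = potentiation over 3 SD above the plate norm, cut at about 30% in these data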; note: 0% is about no effect
Target sequence (P14416 whole entry, looked up): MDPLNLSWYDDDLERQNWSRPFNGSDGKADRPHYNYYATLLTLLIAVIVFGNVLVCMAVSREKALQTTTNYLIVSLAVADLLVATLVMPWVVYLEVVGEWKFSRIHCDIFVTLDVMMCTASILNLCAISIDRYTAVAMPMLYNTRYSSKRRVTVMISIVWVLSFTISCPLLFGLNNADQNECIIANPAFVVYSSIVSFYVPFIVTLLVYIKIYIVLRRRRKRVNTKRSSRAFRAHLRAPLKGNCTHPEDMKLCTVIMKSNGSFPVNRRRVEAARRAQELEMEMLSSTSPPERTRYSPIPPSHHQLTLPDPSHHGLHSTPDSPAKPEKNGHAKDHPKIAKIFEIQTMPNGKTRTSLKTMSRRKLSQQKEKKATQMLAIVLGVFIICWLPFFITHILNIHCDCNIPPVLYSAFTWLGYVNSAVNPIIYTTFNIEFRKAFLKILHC
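Potentiation of an EC20 dopamine calcium response is measured in a force-coupled, tetracycline-inducible Hek293 Trex D2 line. Compound-only kinetic reads over 180 s flag agonists before dopamine addition.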
Vif-APOBEC3G blk = qHTS for Inhibitors of Vif-A3G Interactions: qHTS | HeLa A3G-eYFP + Vif (tagged APOBEC3G with the HIV-1 protein that degrades it), YFP fluorescence, overnight | Potency, µM (highest dose often 46.1 µM), for inactives: at the top dose activity, negative = active, actives largely listed as inhibitors | actives 0.076% (n = 410,000);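 note: potency is the fitted concentration of half-maximal effect; % is set by controls: 0 for no effect and ±100 for the full control effect; nearly all actives have a fitted effect of over 60% in size; hits raise eYFP signal because A3G escapes Vif-driven loss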
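Read-out is eYFP fluorescence (Ex 488/Em 500-530) from Vif-expressing HeLa A3G-eYFP cells; more signal means A3G escaped Vif-mediated degradation. Cells plated overnight, compound pinned in, incubated overnight at 37 deg C.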
D1 ag = Allosteric Agonists of the Human D1 Dopamine Receptor: qHTS | D(1A) dopamine receptor (Homo sapiens), P21728 | HEK293 T-REx D1 cells, calcium flux, agonist mode | activation, % at 2 µM | actives 1% (n = 360,000); in the data active = activation above about 30%; note: 0% is about no effect
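Tetracycline-induced HEK293 TREx D1 cells, force-coupled to calcium signalling, were dye-loaded with a no-wash calcium kit. Compound was pin-added after a 10 s baseline. Fluorescence was read kinetically at 1 cycle/s for 180 s, with calcium rises flagged as agonism.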
Vif-A3F inh = qHTS for Inhibitors of Vif-A3F Interactions: qHTS | actives 0.2% (n = 390,000) | HeLa A3F-eYFP + Vif (tagged APOBEC3F with the HIV-1 protein that degrades it), YFP fluorescence increase | Potency, µM (top dose mostly 46.1 µM), for the others: at the highest dose activity, negative = active; note: potency is the fitted concentration of half-maximal effect; % of control where 0% means no effect; nearly all actives have a fitted effect of over 65% in size
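HeLa cells stably expressing A3F-eYFP plus Vif, plated and incubated overnight at 37 deg C, then exposed to compounds overnight at 37 deg C. Blocked degradation read as raised yellow fluorescence (Ex 488/Em 500-530).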
RXFP1 antag = qHTS Assay for Antagonists of the Relaxin Receptor RXFP1 | HEK293-RXFP1, relaxin-stimulated cAMP HTRF, 30 min; hits give low values | activity change, negative = inhibition, % at 57.5 µM | actives 0.59% (n = 350,000) | AID 1259400, 2018;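 active = activity change of -60% or lower, but not beyond a set lower limit; inconclusive = change between -60% and -40%, or beyond the set limit; inactive = change above -40%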; note: % is set by controls: 0 for no effect and ±100 for the full control effect
RXFP1 agonist = qHTS Assay for Agonists of the Relaxin Receptor RXFP1; Relaxin receptor 1 (Homo sapiens), Q9HBX9; HEK293T-RXFP1 cAMP TR-FRET, 30 min; response scale: percent of porcine relaxin response, buffer zero; Potency, µM (highest dose often 57.5 µM), inactives show at the top dose activation, most hits filed as activators; actives 0.3% (n = 370,000); AID 2676, 2010; note: potency is the fitted concentration of half-maximal effect; % is set by controls: 0 for no effect and ±100 for the full control effect; nearly all actives have a fitted effect of over 60% in size; many of its hits are not listed in these tables
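cAMP rise read by TR-FRET after 30 min, 37C compound exposure (up to 58 uM) in RXFP1-transfected HEK293 cells with Ro 20174 present. EC50 from Hill-equation fits, with 29 nM porcine relaxin as 100% and buffer as basal.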
D1 PAM = Potentiators of Human D1 Dopamine Receptor: qHTS; actives 0.036% (n = 360,000); potentiation, % at 10 µM; HEK293 TREx D1 cells, calcium flux, dopamine EC20 potentiation; in the data active = potentiation above about 30%; note: 0% is about no effect
Numbers without * were called inactive; ? = inconclusive; / = not tested or not shown. Unless noted, calls come from the whole dose curve; as a rule, active = well fitted curve in the direction sought with a large enough effect; inconclusive = small, poorly fitted or top-dose-only effect, or another doubt; inactive = no such curve, though single readings can be large; an effect the other way counts as inactive or inconclusive.

SMILES	D1 antagonist	GRP78 ERSR act	D2 PAM	Vif-APOBEC3G blk	D1 ag	Vif-A3F inh	RXFP1 antag	RXFP1 agonist	D1 PAM
O=C(NCC(c1ccco1)N1CCCC1)c1cccc(S(=O)(=O)N2CCCCC2)c1 (centres undefined)	/	-5%	/	1%	/	-8%	0	/	/
N#Cc1ccc(-c2cccnc2)nc1SCc1ccc(Cl)cc1Cl	-5	-3%	11	-5%	4	4%	1	7.2%	1
Cn1c(N)c(C(=O)COC(=O)Cn2cc(C(F)(F)F)ccc2=O)c(=O)n(C)c1=O	-6	0%	10	0%	2	-3%	-10	6.9%	9
Cc1ccsc1C(C(=O)NC1CCCCC1)N(C(=O)Cc1cccs1)C1CC1 (centres undefined)	-1	-4%	-1	-4%	4	-5%	-7	0.3%	-21
NC(=O)c1oc2ccccc2c1NC(=O)c1nc2ccccc2s1	9	1%	-7	-9%	3	-5%	-5	0.7%	4
O=C(CNC(=O)c1ccc(Br)cc1)N/N=C/c1ccc[nH]1	-5	-4%	-14	3%	19	0%	-12	0.6%	0
COc1ccccc1C(=O)OCCc1ccccc1	/	2%	/	-1%	/	-1%	-38	/	/
Cc1ccc(NC(=O)C(=O)NCc2ccc(Cl)cc2)cc1	-2	-4%	0	-1%	2	0%	-10	-0.7%	-1
Cc1ccc(NC(=O)C2c3ccccc3Oc3ccccc32)c(C)c1	6	-3%	7	1%	2	-19%	2	0.1%	-4
COc1ccc(Cn2nnc3c(=O)[nH]c(C4CCN(C(=O)c5ccccc5Cl)CC4)nc32)cc1	7	6%	3	1%	3	/	-3	-1.1%	-2
COc1ccc(Cn2ccnc2SCC(=O)Nc2cccc(NC(C)=O)c2)cc1	-12	-2%	-7	0%	4	10%	-21	0.1%	-2
COCCCn1c(SCc2nnc(-c3ccc(OC)c(OC)c3)o2)nnc1-c1ccncc1	-18	-4%	6	7%	0	3%	-6	2.9%	-2
COc1ccc(CCN2C(=O)C(O)=C(C(C)=O)C2c2ccccc2OC)cc1OC (centres undefined)	2	-3%	-11	-3%	-2	-15%	-7	8.8%	2
O=C(c1ccc(CNS(=O)(=O)c2ccc(Br)cc2)cc1)N1CCCCCC1	-6	-3%	-5	-1%	6	1%	-9	3.4%	-2
COc1cccc(Nc2ncnc3sccc23)c1	2	0%	7	0%	3	2%	18	-0.1%	-4
Cc1ccc(NC(=O)CSc2nc(-c3ccco3)nc3cc(=O)[nH]n23)cc1C	7	-1%	-7	?	4	0%	-15	1.8%	-2
CC(=O)Nc1cccc(NC(=O)Nc2cccc3ccccc23)c1	5	0%	-12	0%	1	0%	-6	2.2%	-5
O=C(CSc1nc2ccccc2c(=O)n1CC1CCCO1)Nc1ccccc1 (centres undefined)	-9	-4%	-1	-5%	0	15%	-22	-2.8%	6
O=C(COC(=O)CCNS(=O)(=O)c1cccs1)Nc1ccccc1	-16	-3%	-3	-1%	-1	-11%	3	-2.8%	1
COC(=O)CCS(=O)(=O)c1cc(Cl)ccc1Cl	1	-5%	6	-1%	5	3%	12	0.1%	0

The final 4 entries of the section before lead into the next.
SMILES	D1 antagonist	GRP78 ERSR act	D2 PAM	Vif-APOBEC3G blk	D1 ag	Vif-A3F inh	RXFP1 antag	RXFP1 agonist	D1 PAM
CC(=O)Nc1cccc(NC(=O)Nc2cccc3ccccc23)c1	5	0%	-12	0%	1	0%	-6	2.2%	-5
O=C(CSc1nc2ccccc2c(=O)n1CC1CCCO1)Nc1ccccc1 (centres undefined)	-9	-4%	-1	-5%	0	15%	-22	-2.8%	6
O=C(COC(=O)CCNS(=O)(=O)c1cccs1)Nc1ccccc1	-16	-3%	-3	-1%	-1	-11%	3	-2.8%	1
COC(=O)CCS(=O)(=O)c1cc(Cl)ccc1Cl	1	-5%	6	-1%	5	3%	12	0.1%	0
COc1ccccc1NC(=O)C1=C(C)Nc2nc(-c3ccco3)nn2C1c1cccc(C)c1 (centres undefined)	-2	-6%	-4	-5%	0	3%	-4	2.6%	-1
COCCCN(C(=O)c1cc2c(s1)CCCCC2)c1c(N)n(Cc2ccccc2)c(=O)[nH]c1=O	11	-4%	-3	-4%	0	-28%	-1	-0.9%	-2
COc1cc2c(cc1OC)C1=C(C#N)CN(CC(=O)O)CN1CC2	1	-1%	-9	-3%	0	3%	-4	0.7%	-3
COC(=O)C1=C(C)OC(N)=C(C#N)C1c1ccccc1 (centres undefined)	8	-3%	4	0%	0	0%	-6	0.9%	3
Cc1cc(=O)[nH]c(N/N=C/c2cccc([N+](=O)[O-])c2)n1	4	/	-6	/	2	/	/	-1.0%	1
CCN1CCCC1CNC(=O)c1ccc(Sc2ccccc2Cl)c([N+](=O)[O-])c1 (centres undefined)	2	-2%	-18	0%	14	8%	-11	2.2%	-14
COc1ccc(/C=N/NC(=O)c2ccn[nH]2)cc1Cn1nc(C)c([N+](=O)[O-])c1C	4	2%	-8	1%	1	-17%	1	-2.4%	-5
O=C1CN(C(=O)c2cccc(S(=O)(=O)N3CCCC3)c2)c2ccccc2N1	14	7%	3	-1%	1	-4%	9	0.5%	-1
Cc1cc(-c2ccc(NC(=O)[C@@H]3CCCC[C@@H]3C(=O)O)c(C)c2)ccc1NC(=O)[C@@H]1CCCC[C@@H]1C(=O)O	2	-5%	9	5%	12	-1%	-18	-0.2%	3
Cc1noc(C)c1CSc1ncnc2sc3c(c12)CCC(C)C3 (centres undefined)	-8	/	2	/	2	/	/	-0.8%	-2
CCCCn1c(N)c(N(Cc2ccccc2OC)C(=O)c2ccc([N+](=O)[O-])s2)c(=O)[nH]c1=O	5	2%	-1	?	1	13µM*	3	0.1%	1
Cc1ccccc1C(=O)Nc1ccc(-c2nnc(SC(C)C(=O)O)n2C)cc1 (centres undefined)	-15	3%	14	-7%	0	-5%	15	-3.1%	0
Nc1nnc(SCc2cccnc2)s1	-1	-2%	/	0%	0	-2%	6	-0.8%	-1
O=C(/C=C/c1ccc2c(c1)OCO2)N1CCCCC1	-30*	-5%	-8	-1%	2	1%	7	1.5%	-2
COc1ccccc1NC(=O)Cc1nnc(SCC(=O)Nc2nccs2)n1C	9	-4%	/	0%	-1	2%	5	-0.5%	-2
Cc1cccc(NC(=O)CCc2ccc(S(=O)(=O)NC3CCCCC3)cc2)c1	-26	2%	2	2%	11	2%	-2	0.0%	-5
O=C(N/N=C/c1ccc(Sc2ccccn2)o1)c1cc2ccccc2cc1O	-22	-1%	-6	-2%	4	0%	?	1.0%	-4
COc1ccccc1N1CCN(CC(O)COc2ccc(C)cc2C)CC1 (centres undefined)	0	-6%	-30	1%	3	-12%	-17	0.5%	-7
Cc1cccc(NS(=O)(=O)c2cc(C(=O)N3CCCC3)ccc2Cl)c1	2	-1%	-1	-2%	1	3%	-15	0.6%	-2
CCC(=O)c1ccc(CCCCCC(=O)O)s1	6	-7%	8	2%	3	/	15	21%	-3
COc1ccccc1CN1CCNC(=O)C1CC(=O)NCc1cn(C)nc1C (centres undefined)	8	-2%	11	-6%	0	0%	-3	-0.7%	-2
CCOC(=O)C1CCN(C(=O)Nc2cccc(Cl)c2)CC1	-15	-1%	-10	-3%	5	7%	-12	2.7%	-5
CCOC(=O)c1ccc(NC(=O)c2nc[nH]c2C(=O)N2CCc3ccccc3C2)cc1	18	-5%	-13	-3%	3	4%	/	2.4%	-1
CC(=O)Nc1ccc(C(=O)OCC(=O)N(c2ccccc2)C2CCCCC2)cc1	/	-1%	/	-3%	/	-3%	-10	/	/
Cn1c(SCC(=O)C(C)(C)C)nnc1-c1ccc(F)cc1	2	2%	-11	-2%	2	13%	6	2.1%	-4
O=[N+]([O-])c1ccc(/C=N/Nc2ccnc3cc(Cl)ccc23)o1	0	0%	2	?	18	?	-11	1.7%	-4
COc1c(S(=O)(=O)N2CCN(C(=O)c3ccco3)CC2)ccc(Cl)c1Cl	-11	-3%	-7	-8%	7	-2%	2	-0.8%	-5
CCc1c(C)c2ccc(OCC(=O)NCC3CCC(C(=O)O)CC3)c(C)c2oc1=O (centres undefined)	-7	-2%	7	2%	0	-2%	/	2.3%	-2
Cc1ccc(-n2nc(C)c(C(=O)O)c2-n2cccc2)cc1	-8	/	-5	/	1	/	-12	1.1%	-1
Cc1ccc(S(=O)(=O)N2CCN(C(=O)c3cccs3)CC2)c(C)c1	-9	-4%	1	0%	4	2%	-1	-0.4%	-2
C#CCN(C[C@H]1[C@H](OC(=O)NCC2CCCCC2)[C@H](OC(=O)NCC2CCCCC2)C[C@@H](C(=O)OC)[C@H]1C(=O)OC)S(=O)(=O)c1ccc(C)cc1	/	-3%	/	1%	/	-5%	-4	/	/
Cn1c(=O)c(=O)n(C)c2cc(S(=O)(=O)N3CCc4ccccc43)ccc21	-9	-5%	6	-2%	0	0%	0	1.3%	-6
NNC(=O)c1cccc(Cn2cc(Br)c([N+](=O)[O-])n2)c1	-15	0%	-6	1%	2	-9%	6	-0.1%	-4
O=C(NCc1cccnc1)C1CCN(c2ccc(S(=O)(=O)N3CCOCC3)cc2Cl)CC1	-10	-5%	12	?	1	-2%	3	2.9%	-6
CCOC(=O)c1ccc(Oc2nc(OC)nc(N(C)C)n2)cc1	42	-2%	-1	0%	-1	0%	-5	0.4%	6
O=C(COc1ccccc1F)NCCc1ccc2c(c1)OCCO2	/	-1%	/	0%	/	1%	1	/	/
CC(Oc1ccc(Br)cc1)C(=O)Nc1ccc(N2CCOCC2)cc1N1CCOCC1 (centres undefined)	2	-3%	0	-6%	2	-3%	-10	1.6%	1
COCCNC(=S)N/N=C(\C)c1ccc(OC(F)F)cc1	-2	-7%	-19	-1%	1	25µM*	-2	0.4%	0

Only part of the results is shown, so the mix of outcomes need not match the whole.
